Mot1-301 SUMO: yeast Mot1-301 growth rescue at high temperature, primary screen, SUMOylation pathway inhibitor project, S. cerevisiae, ATP luminescence, 38.5C; S. cerevisiae Mot1-301 growth rescue; percent above DMSO median, 100 means doubled; growth rescue, % at 18.8 µM; actives 1% (n = 320,000); AID 2716, 2010;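 active means every valid replicate shows activation above 250% relative to neutral control wells; inactive means the rest, any valid replicate at or below 250%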;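 further: OY570 slx delta 5 strain wells were the positive control but not used for scaling; some compounds called inactive have numbers as strong as hits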
Ecoli viability: E. coli V3065 growth inhibition, primary screen, counter-screen for AddAB inhibitor project, absorbance, OD600 | actives 0.27% (n = 330,000) | AID 449728, 2010 | 18 h | inhibition, % at 11.9 µM;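 active means inhibition above the campaign's mean inhibition across all tested compounds plus 3 SD, cut at about 9.9% in these data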;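 further: uninfected addAB+ strain grown without phage in ampicillin broth; 0% = DMSO wells and 100% = ciprofloxacin 0.95 µg/ml wells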
phage Ecoli inh: growth loss of phage-infected E. coli, primary screen, RecBCD inhibitor project, absorbance, with phage, HTS; inhibition, % at 11.9 µM; actives 0.26% (n = 360,000); AID 651602, 2012; in the data active means inhibition above about 11%
Pemphigus Ab inh: inhibitors of pemphigus antibody binding to DSG3, primary screen, biochemical, bead-based, flow cytometry, scFv-GFP; actives 0.48% (n = 310,000); Desmoglein-3 (Homo sapiens), P32926; binding (percent of control), % at 10 µM; AID 588358, 2011; DSG3-coupled beads, scFv-anti-DSG3-GFP binding; stronger effect = lower value;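 active means binding more than 3 SD below its plate's average and above zero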;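 further: hits lower antibody fragment binding to DSG3; some compounds called inactive have numbers as strong as hits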
Target sequence (P32926 whole entry, looked up, the tested form may be a part): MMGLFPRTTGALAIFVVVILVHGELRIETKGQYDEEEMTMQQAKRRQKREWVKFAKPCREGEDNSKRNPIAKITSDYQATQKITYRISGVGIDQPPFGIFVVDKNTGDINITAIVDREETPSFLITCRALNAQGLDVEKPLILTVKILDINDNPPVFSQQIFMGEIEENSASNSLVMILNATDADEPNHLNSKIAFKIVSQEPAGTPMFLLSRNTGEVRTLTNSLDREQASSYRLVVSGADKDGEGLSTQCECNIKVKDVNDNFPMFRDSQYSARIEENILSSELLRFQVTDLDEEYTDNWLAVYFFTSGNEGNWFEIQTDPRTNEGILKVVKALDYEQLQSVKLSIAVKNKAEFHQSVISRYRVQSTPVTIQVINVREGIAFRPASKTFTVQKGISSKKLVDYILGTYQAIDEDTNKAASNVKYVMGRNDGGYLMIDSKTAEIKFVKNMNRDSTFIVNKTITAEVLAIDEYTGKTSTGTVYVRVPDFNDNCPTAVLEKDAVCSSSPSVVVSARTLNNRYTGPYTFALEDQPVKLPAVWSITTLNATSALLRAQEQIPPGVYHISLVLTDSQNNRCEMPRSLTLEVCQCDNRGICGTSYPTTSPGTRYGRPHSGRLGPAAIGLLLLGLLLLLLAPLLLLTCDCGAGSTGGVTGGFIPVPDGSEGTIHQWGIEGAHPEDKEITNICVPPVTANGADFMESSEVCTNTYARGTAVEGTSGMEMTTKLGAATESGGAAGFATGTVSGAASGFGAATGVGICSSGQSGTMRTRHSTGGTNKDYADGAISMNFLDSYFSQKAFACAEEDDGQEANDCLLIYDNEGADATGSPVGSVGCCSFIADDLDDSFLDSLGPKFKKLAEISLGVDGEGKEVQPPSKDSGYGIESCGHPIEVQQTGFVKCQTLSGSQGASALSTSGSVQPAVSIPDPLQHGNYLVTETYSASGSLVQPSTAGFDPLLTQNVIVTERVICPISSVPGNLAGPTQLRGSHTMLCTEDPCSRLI
AddAB inh: growth inhibition of E. coli expressing H. pylori AddAB, primary screen, AddAB inhibitor project, absorbance; actives 0.29% (n = 330,000); inhibition, % at 11.9 µM; in the data active means inhibition above about 12%;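 further: 0% = vehicle wells of infected cells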
Arr AP2 block: inhibitors of beta-arrestin/AP2 binding, primary screen, biochemical, GPCR trafficking, flow cytometry; inhibition, % at 10 µM; AID 504490, 2011; beta-arrestin 1 C-terminal peptide binding to AP2 beta2-adaptin appendage (human); actives 0.31% (n = 340,000); FITC-arrestin peptide / GST-AP2 beads; AP2 beta2 appendage carries R879A mutation;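 active means inhibition above a set limit, near 3 SD of compounds lacking own fluorescence, cut at about 54% in these data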;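 further: plate controls were DMSO wells for no effect and 5 µM unlabelled arrestin peptide for full effect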
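System: GST-AP2 R879A bound to glutathione beads, E. coli-expressed. Also added: 50 nM FITC-arrestin peptide. Schedule: compound with beads 12 min RT, then probe 1 h RT. Signal: bead flow cytometry, FITC channel. Read-out basis: percent response.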
PKA-R1A act: activators of PKA-R1A holoenzyme, primary screen, biochemical, fluorescence polarization, Cy5-IP20, bovine R1A, mouse PKAc; cAMP-dependent protein kinase type I-alpha regulatory subunit (Bos taurus) + …; PKA-R1A dissociation; scaled: DMSO 0%, 113 µM cGMP 100%; activation, % at 11.4 µM; actives 0.083% (n = 340,000);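 active means percent activation above the mean of all tested compounds plus 3 SD, cut at about 19% in these data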;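 further: higher means more PKAc released from R1A so a rise in polarization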
PfHsp90 yeast 2: growth inhibition of PfHsp90-expressing yeast, primary screen, antimalarial PfHsp90 inhibitor project, S. cerevisiae, BacTiter-Glo luminescence, single point, set 2. BacTiter-Glo ATP, 48 h; yeast lacking PDR1 and PDR3 efflux regulators. inhibition, % at 9.4 µM. AID 504621, 2011. actives 0.32% (n = 310,000);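 active means every replicate shows inhibition above about 80%, whatever the replicate mean, limit read from the data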;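 further: 0% = DMSO neutral controls and 100% = 20 µM radicicol positive controls; yeast relying on Plasmodium falciparum Hsp90 in place of its own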
Tat transport: E. coli Tat export inhibitors, primary screen, MC4100, TorA-mCherry reporter, fluorescence, single point; inhibition, % at 10 µM; actives 0.036% (n = 340,000); AID 488895, 2010;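 active means mean replicate inhibition at least 50% and at least half of replicates individually reaching 50%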;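 further: exported cargo escapes ClpAP degradation while cytoplasmic cargo is degraded and loses fluorescence; 0% = median of neutral control wells and 100% = median of NaSCN control wells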
OPRM1-OPRD1 ag: agonists of OPRM1-OPRD1 heterodimerization, primary screen, cell-based, luminescence; activation, % at 9.3 µM; cells; actives 0.3% (n = 340,000); Mu-type opioid receptor (Homo sapiens) + Delta-type opioid receptor (Homo sapiens), …; AID 504326, 2011; in the data active means activation above about 18%;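 further: 0% = vehicle-treated cells and 100% = reference agonist; values of inactives mirror those of a sister screen read the other way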
OPRM1-OPRD1 inv: inverse agonists of MOR-DOR heterodimerization, primary screen, cell-based, luminescence; Mu-type opioid receptor (Homo sapiens) + Delta-type opioid receptor (Homo sapiens), …; cell-based MOR-DOR heterodimer luminescence, inverse agonism; inhibition, % at 9.3 µM; actives 0.21% (n = 340,000); AID 504357, 2011; in the data active means inhibition above about 22%, passing the limit was not always enough;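 further: 0% = cells with DMSO and 100% = wells without cells with DMSO; values of inactives mirror those of a sister screen read the other way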
Active calls of the source: *; x = no result given.

The line under a structure holds: Mot1-301 SUMO	Ecoli viability	phage Ecoli inh	Pemphigus Ab inh	AddAB inh	Arr AP2 block	PKA-R1A act	PfHsp90 yeast 2	Tat transport	OPRM1-OPRD1 ag	OPRM1-OPRD1 inv
- COC(=O)c1c(NC(=O)Cn2cnc([N+](=O)[O-])n2)sc2c1CCC(C)C2 (stereo unspecified)
  5	1.1	2.0	115	-0.6	1	1	-37	-3	4.7	-25
- CC(=O)Nc1nc2cc(N)ccc2s1
  4	0.4	0.6	108	1.6	5	-10	9	0	1.3	-8
- COc1cccc(-c2csc(N3CCN(C(=O)Nc4ccc(F)cc4)CC3)n2)c1
  -11	0.4	0.2	104	-0.3	17	-3	11	5	-0.7	4
- CC(=O)NC(=S)Nc1ccc(S(=O)(=O)N(C)Cc2ccccc2)cc1
  6	-0.7	5.6	99	-0.9	0	-15	-6	4	-0.4	2
- COc1ccc(NC(=O)Cn2ncn3c(cc4ccccc43)c2=O)c(OC)c1OC
  -7	1.6	1.7	x	0.1	27	-2	-2	-2	-3.4	17
- O=C(C1=C[C@H](C2CCCCC2)C[C@H](OCc2ccc(CO)cc2)O1)N1CCN(Cc2ccccc2)CC1
  -13	-0.7	2.6	104	2.4	-6	-10	2	16	2.9	-16
- Cc1ccc(C(=O)N/C(=C\c2ccco2)C(=O)N2CCSCC2)cc1C
  11	-1.3	2.8	104	-1.4	-8	-13	-3	-3	0.3	-2
- Cc1ccc(S(=O)(=O)NCCCN(C)C)cc1
  -4	2.7	3.7	102	-1.6	36	9	-22	-3	-0.5	3
- COc1ccc(CNC(=O)CCc2ccc(S(=O)(=O)N3CCCCCC3)cc2)cc1OC
  x	x	4.9	102	x	-6	-3	1	-8	-2.0	10
- CCOC(=O)c1cc(C)n(S(=O)(=O)c2ccc(C)cc2)c1C
  4	2.2	0.9	108	0.5	-10	-5	-1	4	4.1	-24
- Cc1cccnc1NC(=O)C1CCN(S(=O)(=O)c2cccs2)CC1
  369	0.2	0.3	99	1.4	9	5	-7	7	-1.1	6
- COc1ccccc1CNS(=O)(=O)c1c(C)[nH]c(C)c1C(=O)N1CCCC1
  -4	2.2	-0.3	101	1.4	22	-2	-7	-4	-3.4	18
- CCOC(=O)C(CSCC(=O)c1ccc(Cl)cc1)NC(=O)OC(C)(C)C (stereo unspecified)
  5	-2.2	2.9	x	4.3	27	-6	x	-2	2.0	-10
- CC(C(=O)c1ccc(-c2ccccc2)cc1)[n+]1cccc(NC(=O)c2ccccc2)c1 (stereo unspecified)
  -9	-0.4	5.2	123	3.2	-5	3	-1	20	0.0	0
- N/C(=N\OC(=O)c1ccc(Cl)cc1)c1ccc(Cl)cc1
  -18	-2.1	4.0	x	0.3	-9	1	7	-4	1.6	-7
- CCc1nc2ccccc2c2nc3ccccc3n12
  -19	0.1	3.4	111	2.1	15	-3	3	24	1.8	-10
- O=C(CNC(=S)N(CCCN1CCOCC1)Cc1cccs1)NC1CCCCC1
  -3	-1.3	-2.1	106	2.6	36	-2	12	-2	-1.2	6
- O=[N+]([O-])c1ccc(OCCOc2ccccc2/C=N/n2cnnc2)cc1
  -5	-2.2	2.3	83	0.0	7	2	x	4	1.3	-10
- CC(C)Cn1c(SCC(N)=O)nnc1-c1cccc(S(=O)(=O)N2CCOCC2)c1
  -8	1.1	1.5	108	-0.8	18	6	-21	-3	-0.8	3
- Cc1ccc(S(=O)(=O)N2CCN(S(=O)(=O)N3CCOCC3)CC2)c(C)c1
  16	-0.4	1.1	107	0.9	4	-8	7	8	-3.2	19
- OC(CSc1ccc(F)cc1)CN1CCN(c2ccccc2)CC1 (stereo unspecified)
  9	0.9	5.3	99	2.1	6	-1	5	1	2.1	-12
- CCOc1ccc(NS(=O)(=O)c2cc(C(=O)N3CCN(c4ccccc4O)CC3)ccc2Cl)cc1
  x	x	1.2	98	x	4	12	x	10	0.5	-3
- Cc1cc(OCC(=O)N2CCN(c3ccccn3)CC2)c(C)cc1Br
  -8	0.6	1.1	107	0.4	19	-12	-10	-8	-1.2	5
- COc1ccc(S(=O)(=O)N2CCCC2C(=O)NCc2cccs2)cc1 (stereo unspecified)
  40	-0.7	1.2	101	-2.2	6	-8	56	11	-3.1	16
- C#CCOCCOCCOCCNc1nc(N2CCN(C(=O)[C@H]([C@@H](C)CC)n3cc(CCCN=C(N)N)nn3)CC2)nc(N2CCN(C(=O)[C@H](CCCCN)n3cc(CC(C)O)nn3)CC2)n1 (stereo partly specified)
  108	-3.1	-0.2	103	3.2	0	12	-12	-12	-1.6	9
- Clc1cccc(-c2nc(NCC3CCCO3)c3ccccc3n2)c1 (stereo unspecified)
  -12	0.0	0.8	100	1.3	3	-9	13	1	0.3	-2
- Cn1c(-c2cc3c(C(F)(F)F)nn(C)c3s2)n[nH]c1=S
  3	1.5	1.6	109	4.0	5	4	-2	-2	-3.3	18
- CCCCOC(=O)CCc1n[nH]c(=O)[nH]c1=O
  -10	0.2	4.4	107	3.4	2	-6	-12	-20	-0.9	5
- O=C(CCCn1c(=S)[nH]c2ccc(Br)cc2c1=O)N1CCN(c2ccccn2)CC1
  -5	-1.3	0.1	101	0.7	-2	-9	x	-1	-3.7	17
- Fc1cccc(Cc2noc(CN3CCN(c4cnccn4)CC3)n2)c1
  -6	4.7	2.6	106	3.6	2	5	5	-5	0.8	-4
- Cc1ccccc1N1CCN(S(=O)(=O)c2nnc(NC(=O)c3ccc(F)cc3)s2)CC1
  -9	-3.0	-9.7	102	3.4	6	-5	17	3	-1.9	10
- CCO[C@@H]1OC(C(=O)N2CCOCC2)=C[C@H](c2coc3ccccc3c2=O)[C@H]1CCCO
  -8	1.2	1.4	100	2.3	6	-7	42	6	-2.4	14
- CCOCCCNCc1ccc(OCc2ccccc2Cl)cc1
  122	-1.2	5.2	104	1.3	-8	-13	18	5	3.0	-16
- CCn1c(=O)n(CC)c2cc(N3CCCC3)c(NC(=O)c3ccc(OC)c(Br)c3)cc21
  -13	-0.9	1.1	91	3.2	33	0	5	7	-1.5	7
- O=C(O)CCc1nnc(SCC(=O)Nc2cccc(C(F)(F)F)c2)[nH]c1=O
  8	4.4	3.4	94	3.4	1	0	-5	9	-2.1	15
- O=C(CCc1ccccc1)OCC(=O)c1cccc([N+](=O)[O-])c1
  x	-0.6	-1.8	109	0.8	2	-5	-3	1	-11	54*
- O=C(NCCn1cccn1)c1ccc(OC2CCN(CCc3ccccc3)CC2)cc1
  -13	1.8	2.6	100	1.5	-13	-9	x	2	2.0	-10
- Cc1ccc2c(c1)c1c(n2C)C(=O)CCC1
  76	1.8	3.5	99	3.8	-4	-13	-2	-1	-0.9	5
- CC1(C)Cc2c(sc(NC(=O)C(=O)N3CCOCC3)c2C(N)=O)CO1
  -7	-3.1	1.3	105	2.6	-3	-5	29	3	-2.5	14
- c1ccc(C(c2ccccc2)c2nc(-c3cccnc3)no2)cc1
  -5	-1.2	2.0	100	0.4	-6	-17	-3	17	4.0	-23
- COc1cnc(-c2ccccc2)nc1Oc1ccccc1C
  49	-0.3	3.0	100	3.8	-11	-15	2	8	4.4	-20
- CS(=O)(=O)c1cnc(-c2ccccc2)nc1-c1ccc(Cl)c(Cl)c1
  -8	2.6	1.9	101	2.3	0	-3	-133	-7	-3.1	16
- COc1ccc(S(=O)(=O)Nc2cccc3ccc(O)cc23)cc1
  -4	2.1	3.6	111	0.3	29	6	20	20	0.4	-2
- CC(C)c1ccccc1NC(=O)CSc1n[nH]c(=O)n1C1CC1
  -4	1.8	0.9	x	1.5	-10	-10	-20	-2	-3.0	12
- CC(C)(C)C#CCn1c(/C=[N+](\[O-])C2CCCCC2)nc2ccccc21
  7	-1.1	x	104	-0.6	35	-6	-6	-12	-0.5	3
- COCCNC(=S)NC12CC3CC(CC(C3)C1)C2
  x	-0.8	0.6	94	-1.1	-4	4	-23	4	-2.9	16
- Cc1ccc(S(=O)(=O)C2(C(=O)Nc3ccc4c(c3)OCO4)CC2)cc1
  -10	-4.2	1.4	97	0.1	2	2	-3	2	1.6	-9
- CCc1ccc(CN2C(=O)c3ccccc3C2C(=O)NC(C)CC)cc1 (stereo unspecified)
  0	-4.5	-0.2	106	-4.4	9	-3	-7	1	-2.0	9
- O=C(Oc1ccc(/C=N/O)cc1)c1ccccc1
  -14	-0.1	2.6	99	0.2	-4	-4	9	-8	-2.0	10
- O=C(NC1CCCCC1)C(c1cccnc1)N(C(=O)CCl)c1ccc(F)cc1 (stereo unspecified)
  39	-3.0	2.9	99	3.5	-5	12	-35	-4	-0.9	5
- CC(C)CN(C(=O)c1nn(C)c(=O)c2ccccc12)c1nc2ccccc2s1
  -1	2.0	2.8	113	2.0	-1	4	-1	-10	0.8	-4
- CC1=CC(=O)C(C(C)=Nc2ccccc2Cl)C(=O)O1 (stereo unspecified)
  43	-3.9	-0.6	96	0.3	0	2	-24	-1	-1.6	8
- COc1cccc(CNc2cccc(C(F)(F)F)c2)c1O
  -12	0.0	2.5	117	4.2	4	-5	3	16	4.0	-22
- O=C(Nc1cccc(O)c1)c1cc2nc(-c3ccccc3)cc(-c3ccccc3)n2n1
  -8	-2.5	1.5	96	-0.5	-7	-1	12	1	-0.5	3
- O=C(Nc1ccccc1-c1nc2ccccc2s1)c1ccco1
  x	-0.8	0.4	105	0.7	14	1	-2	-4	2.1	-12
- CCCCOc1ccc(C(=O)Nc2ccc(SC(F)F)cc2)cc1OC
  15	-1.1	4.5	89	1.1	9	-11	-12	5	2.4	-16
- COc1ccc(Cc2nnc(NC(C)=O)s2)cc1
  -12	2.8	4.7	102	3.4	-9	2	3	3	0.0	0

Bioassay records (PubChem BioAssay)
